CHT block – inhibitors of human choline transporter CHT | High affinity choline transporter 1 (Homo sapiens), Q9GZV3 | B-score at 10 µM | 310,000 compounds, 0.86% hits | CHT-expressing cells, membrane potential dye, choline response; hits give low values;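 active = B-score over 3 SD under the library average, and starting fluorescence ratio not unusually high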;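 also: choline stimulus applied at its EC90 after an EC20 pre-addition; B-score computed on integrated fluorescence ratio after choline addition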
Target sequence (Q9GZV3 whole entry, looked up): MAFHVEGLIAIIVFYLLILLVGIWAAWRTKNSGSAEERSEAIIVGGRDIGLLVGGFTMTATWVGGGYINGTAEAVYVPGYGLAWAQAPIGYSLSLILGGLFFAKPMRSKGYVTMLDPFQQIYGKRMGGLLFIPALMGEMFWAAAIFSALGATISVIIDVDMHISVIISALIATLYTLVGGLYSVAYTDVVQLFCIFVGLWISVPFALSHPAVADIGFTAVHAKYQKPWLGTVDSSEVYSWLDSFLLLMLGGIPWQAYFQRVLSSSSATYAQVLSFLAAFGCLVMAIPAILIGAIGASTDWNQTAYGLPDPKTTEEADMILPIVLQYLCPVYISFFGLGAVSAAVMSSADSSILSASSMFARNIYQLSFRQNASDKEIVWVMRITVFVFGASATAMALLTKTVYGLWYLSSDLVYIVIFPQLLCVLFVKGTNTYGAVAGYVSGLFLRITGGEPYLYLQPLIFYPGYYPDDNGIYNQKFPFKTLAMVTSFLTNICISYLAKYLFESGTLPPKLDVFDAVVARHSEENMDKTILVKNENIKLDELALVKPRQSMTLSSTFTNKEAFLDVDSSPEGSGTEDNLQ
CHT PAM – CHT positive allosteric modulators, primary screen, cell-based, membrane potential dye, choline EC20. High affinity choline transporter 1 (Homo sapiens), Q9GZV3. B-score at 10 µM. CHT-expressing cells; hits give high values; LV-AA mutant CHT in HEK293 cells. AID 488977, 2010. 310,000 compounds, 0.49% hits;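 active = initial fluorescence not abnormally high and integrated response B-score, plate-corrected, over 3 SD above library mean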
Calls only; i = inactive.

Order of results: CHT block	CHT PAM
Cc1ccc2c(c1)C(c1ccccc1)N(C(=O)c1ccc(S(=O)(=O)N3CCOCC3)cc1)CC(=O)N2 (centres undefined)
→ i	i
C=CCN1C=C2C(=O)C(C)(OC(=O)CCC(=O)OC)C(=O)C(Br)=C2C=C1c1ccc(OC)cc1 (centres undefined)
→ i	i
O=C(O)C1Cc2ccccc2CN1S(=O)(=O)c1ccccc1 (centres undefined)
→ i	i
O=C(Nc1nccs1)c1cccc(S(=O)(=O)N2CCCC2)c1
→ i	i
O=C(O)CNS(=O)(=O)Cc1ccccc1
→ i	i
O=C(COc1cc2oc(=O)cc(-c3ccccc3)c2cc1Cl)NCC1CCC(C(=O)O)CC1 (centres undefined)
→ i	i
COc1cc(C)c(C)cc1S(=O)(=O)N1CCCc2ccccc21
→ i	i
COc1ccccc1NC(=O)C(Cc1ccc(Cl)cc1)c1nn[nH]n1 (centres undefined)
→ i	i
CCN(CC)S(=O)(=O)c1ccc(C(=O)OCC(=O)c2ccc3c(c2)NC(=O)CO3)cc1
→ i	i
CC(C)[C@H](NC(=O)N1CC(=O)Nc2ccccc21)C(=O)Nc1nccs1
→ i	i
Cn1cnnc1SCc1ccc(C(=O)N/N=C(\CCC(=O)O)c2ccc(C(C)(C)C)cc2)cc1
→ i	i
COc1cccc(NC(=O)CN(C)C(=O)Cn2[nH]c(=O)c3ccccc3c2=O)c1
→ i	i
c1ccc(Cc2nc(-c3ccccn3)no2)cc1
→ i	i
C#CCNc1c2c(nc3nnnn13)CCCC2
→ i	i
C=CCc1ccc(OCCOCCOc2cccc3cccnc23)c(OC)c1
→ i	i
COc1ccc(-n2c(=O)[nH]cc(C(=O)Nc3ccc(NC(C)=O)cc3)c2=O)cc1
→ i	i
COc1ccc(C2C=C(c3ccc(C)c(C)c3)Nc3ncnn32)c(OC)c1OC (centres undefined)
→ i	i
CCc1cc2ccc(C)cc2nc1SCC(=O)Nc1c[nH]c(=O)[nH]c1=O
→ i	i
COc1cc(/C=N/NC(=O)C(Cc2c[nH]c3ccccc23)NC(=O)OCC(C)C)cc([N+](=O)[O-])c1O (centres undefined)
→ i	i
Cc1ccc(CNC(=O)C2CC(c3ccccc3[N+](=O)[O-])=NO2)cc1 (centres undefined)
→ i	i

Grouped by structure: the compounds so far with a carbonyl joined to an NH by a bond outside any ring (10)
Order of results: CHT block	CHT PAM
O=C(Nc1nccs1)c1cccc(S(=O)(=O)N2CCCC2)c1
→ i	i
O=C(COc1cc2oc(=O)cc(-c3ccccc3)c2cc1Cl)NCC1CCC(C(=O)O)CC1 (centres undefined)
→ i	i
COc1ccccc1NC(=O)C(Cc1ccc(Cl)cc1)c1nn[nH]n1 (centres undefined)
→ i	i
CC(C)[C@H](NC(=O)N1CC(=O)Nc2ccccc21)C(=O)Nc1nccs1
→ i	i
Cn1cnnc1SCc1ccc(C(=O)N/N=C(\CCC(=O)O)c2ccc(C(C)(C)C)cc2)cc1
→ i	i
COc1cccc(NC(=O)CN(C)C(=O)Cn2[nH]c(=O)c3ccccc3c2=O)c1
→ i	i
COc1ccc(-n2c(=O)[nH]cc(C(=O)Nc3ccc(NC(C)=O)cc3)c2=O)cc1
→ i	i
CCc1cc2ccc(C)cc2nc1SCC(=O)Nc1c[nH]c(=O)[nH]c1=O
→ i	i
COc1cc(/C=N/NC(=O)C(Cc2c[nH]c3ccccc23)NC(=O)OCC(C)C)cc([N+](=O)[O-])c1O (centres undefined)
→ i	i
Cc1ccc(CNC(=O)C2CC(c3ccccc3[N+](=O)[O-])=NO2)cc1 (centres undefined)
→ i	i

New compounds follow
Order of results: CHT block	CHT PAM
Cc1ccc(C)c(N2CCN(C(=O)C3CCN(S(=O)(=O)c4c(C)noc4C)CC3)CC2)c1
→ i	i
COc1cc(-c2nc(-c3ccccc3)c(-c3cccs3)[nH]2)cc(OC)c1O
→ i	i
Cc1cccc(N2CC3=C(C2=O)C(c2ccccc2)NC(=O)N3C)c1 (centres undefined)
→ i	i
O=C(Cc1ccccc1)NCCSCc1ccco1
→ i	i
FC(F)Oc1ccc(NC(=S)NCc2ccccc2)cc1Cl
→ i	i
O=C1CSCC(=O)N1c1ccccc1
→ i	i
CCN(CC)C(=O)c1sc2nc(-c3ccncc3)[nH]c(=O)c2c1C
→ i	i
O=C(COc1ncnc2ccccc12)NCCc1ccc(F)cc1
→ i	i
CCOC(=O)c1c(NC(=O)c2cccs2)sc2c1CCN(C(=O)OCC)C2
→ i	i
COc1cccc(C2CN(c3ccc(F)cc3F)N=C2c2cccs2)c1OC (centres undefined)
→ i	i
CC(=O)Nc1ccc(NC(=O)C(C)OC(=O)CNS(=O)(=O)c2ccc(Br)cc2Cl)cc1 (centres undefined)
→ i	i
Cc1cc(C)cc(N2CN=c3s/c(=C\c4ccco4)c(=O)n3C2)c1
→ i	i
Cc1cc(F)ccc1S(=O)(=O)N(C(=O)c1ccncc1)c1ccc(OC(=O)c2ccncc2)cc1
→ i	i
Cc1ccc(-c2nc(CS(=O)(=O)CC(=O)N3CCOCC3)c(C)o2)cc1
→ i	i
C/C(=N/NC(=O)CN1CCN(Cc2ccccc2Cl)CC1)c1cccnc1
→ i	i
OCC1(CCCc2ccccc2)CCN(Cc2ccc(F)cc2)CC1
→ i	i
CCCCOC(=O)C1=C(C)Nc2ncnn2C1c1cc(OC)c(OC)cc1OC (centres undefined)
→ i	i
C/C(=N\O)C(C)/[N+]([O-])=C/c1nc(C)c(C)n1O (centres undefined)
→ i	i
CCOc1ccc(NC(=O)CC2C(=O)N(CC)C(=S)N2CCN2CCOCC2)cc1 (centres undefined)
→ i	i
CCc1ccc2c(c1)c1nc(C)sc1n2CC
→ i	i
COc1ccc(C(=O)OCC(=O)c2ccc(Cl)s2)c(OC)c1OC
→ i	i
CC1CCCN(C(=O)c2cc3ccccc3cc2O)C1 (centres undefined)
→ i	i
Cc1ccc(C2SCC(=O)N2Cc2ccccc2)cc1 (centres undefined)
→ i	i
C=CCOc1c(CCC)cc(CCC)cc1C(N)=O
→ i	i
CC(=O)c1cccc(-c2ccc3c(=O)[nH]c(Nc4ccccc4)cc3c2)c1
→ i	i
Cc1nc(N2CCCC2)c2ccsc2n1
→ i	i
Cc1ccc(NC(=O)CNC(=O)c2sc3ccccc3c2Cl)nc1
→ i	i
CCOc1ccc(OCc2nnc(SCC(=O)NC3CCS(=O)(=O)C3)n2-c2ccc(Cl)cc2)cc1 (centres undefined)
→ i	i
C/C(=N\NC(=O)c1c(Cl)c(C)nn1C)c1cccc(NC(=O)COc2ccccc2)c1
→ i	i
O=C(NCc1ccco1)c1ccc(C(F)(F)F)cc1
→ i	i
COc1ccc(S(=O)(=O)N2N=C(c3ccc(NS(C)(=O)=O)cc3)CC2c2ccco2)cc1 (centres undefined)
→ i	i
COc1ccc(CN(CCNC(=O)CCCCC(=O)NCCN(Cc2ccc(OC)cc2)C(C)C)C(C)C)cc1
→ i	i
C/C(=N\NC(=S)Nc1cccc(C)c1)c1ccccc1
→ i	i
CCn1c(=O)cc(SCC(=O)Nc2cccc(SC)c2)c2ccccc21
→ i	i
Oc1ccc(N=Nc2nc(-c3ccccc3)c(-c3ccccc3)[nH]2)cc1
→ i	i
Cc1cc(=O)cc(C)n1-c1ccc2c(c1)nc(C)n2-c1ccccc1
→ i	i
CCCC(C)NC(=O)c1ccc(-c2ccccc2)cc1 (centres undefined)
→ i	i
CC(=O)Nc1ccc(S(=O)(=O)NCC(=O)OCC(=O)c2cc(C)n(-c3ccc4c(c3)OCO4)c2C)cc1
→ i	i
CCOC(=O)C1=C(C)NC2=C(C(=O)c3ccccc32)C1c1cccnc1 (centres undefined)
→ i	i
Cc1ccc(-c2nnc(COC(=O)c3cccs3)o2)cc1
→ i	i
C/C(=N\Nc1ccc(Cl)c(C(=O)O)c1)c1ccccn1
→ i	i
COC(=O)c1ccc(/C=C2/C(=O)Oc3ccccc32)cc1
→ i	i
CC(=O)Nc1ccc2nc(NS(=O)(=O)c3ccc(C)cc3)sc2c1
→ i	i
OC1(C#CCN2CCOCC2)CCCCC1
→ i	i
CCOC(=O)c1c(C)[nH]c(N=Nc2ccccc2)c1C
→ i	i
Cc1ccccc1NC(=O)CN1C(=O)CSc2ccccc21
→ i	i
O=C(NCC1CCCN1S(=O)(=O)c1cccs1)c1ccccc1F (centres undefined)
→ i	i
O=C(Cc1ccccc1F)OCN1C(=O)c2ccccc2C1=O
→ i	i
CC(=O)Nc1cccc(/C(C)=N/NS(=O)(=O)c2ccc(C)cc2)c1
→ i	i
Nc1ncnc2c1C1(CCCCC1)Cc1ccccc1-2
→ i	i

More records
Order of results: CHT block	CHT PAM
COc1cccc(C(=O)COC(=O)C(C)N2C(=O)c3ccccc3C2=O)c1 (centres undefined)
→ i	i
O=C(COC(=O)c1ccccc1Nc1ccccc1F)c1ccccc1
→ i	i
COc1cc2[nH]c(=O)n(CCC(=O)NCCCN3CCN(c4ccccc4F)CC3)c(=O)c2cc1OC
→ i	i
O=S(=O)(Nc1ccc(-c2cn3cccnc3n2)cc1)c1ccccc1
→ i	i
COc1ccc(C(=O)Nc2c(C(C)(C)C)nn(C)c2C(C)(C)C)cc1
→ i	i
O=C(NNS(=O)(=O)c1ccccc1)C1CCN(S(=O)(=O)c2ccccc2)CC1
→ i	i
COc1ccc2cc3cc(C(=O)Nc4ccc5c(c4)OCCO5)oc3nc2c1
→ i	i
O=C(NN1C(=O)C2C(C1=O)C1C=CC2C12CC2)c1ccccc1Cl (centres undefined)
→ i	i
COc1ccc(S(=O)(=O)Oc2ccc3cccc(N)c3c2)cc1
→ i	i
CC1=CC(C)(C)NC(=S)N1c1ccccc1C
→ i	i
O=C(O)C1CCCCN1S(=O)(=O)c1ccc(Cl)s1 (centres undefined)
→ i	i
O=C(CC1C(=O)NCCN1Cc1ccc(F)cc1Cl)NCc1ccon1 (centres undefined)
→ i	i
CCOc1ccc(N(CC(=O)Nc2cc(OC)cc(OC)c2)S(=O)(=O)c2c(C)[nH]c(=O)[nH]c2=O)cc1
→ i	i
O=C(Cc1ccc(-c2ccccc2)cc1)N1CCOCC1
→ i	i
CC/C(=N\NC(=O)C1CCCC1)c1ccc(Br)cc1
→ i	i
O=C(O)c1cccc(NC(=O)c2cn(-c3ccccc3)nc2-c2ccc([N+](=O)[O-])cc2)c1
→ i	i
CCCCCC(=O)Nc1nc2ccccc2[nH]1
→ i	i
CCCN(CCC)CC(O)CN1C(=O)N(CN2C(=O)N(CC(O)CN(CCC)CCC)C(=O)C2(C)C)C(C)(C)C1=O (centres undefined)
→ i	i
CN(C)C(=O)CCSc1nnc(-c2ccncc2)o1
→ i	i
O=[N+]([O-])c1ccc(Nc2ccccn2)c([N+](=O)[O-])c1
→ i	i
CC(C)CCn1c(=O)c2sccc2n2c(CCCC(=O)N3CCN(c4ccccn4)CC3)nnc12
→ i	i
CN(Cc1cccc(F)c1)C(=O)CNS(=O)(=O)c1ccc2ccccc2c1
→ i	i
NS(=O)(=O)c1ccc(-n2ncc3c(=O)[nH]c(SCC(=O)Nc4nccs4)nc32)cc1
→ i	i
NC(=O)C1=C[C@@H](c2csc3ccccc23)C[C@@H](OCCCCO)O1
→ i	i
Cc1ccc(S(=O)(=O)/N=C2\SC(CC(=O)Nc3ccc(F)cc3)C(=O)N2c2ccccc2)cc1 (centres undefined)
→ i	i
Cn1c(=O)cc(SCC(=O)N2CCN(Cc3ccc4c(c3)OCO4)CC2)c2ccccc21
→ i	i
Cc1cccc(C(=O)C2CCN(S(=O)(=O)c3ccc(C(=O)O)cc3)CC2)c1
→ i	i
Cc1ccc(-c2c[n+](Cc3ccc(Cl)cc3)c3n2CCC3)cc1
→ i	i
Cc1cc(C)c(CSc2nnnn2-c2ccc(C(=O)O)cc2)c(C)c1
→ i	i
COc1ccc(OC)c(/C=C2\Oc3cc(OCC(=O)N4CC(O)C[C@H]4C(=O)O)ccc3C2=O)c1 (some centres undefined)
→ i	i
O=C(COC(=O)C1CCC1)c1c[nH]c2ccccc12
→ i	i
O=S(=O)(Nc1ccc2c(c1)nc1n2CCN(Cc2ccccc2)C1)c1ccccc1
→ i	i
COc1ccc(-c2csc(NC(=O)c3ccco3)n2)cc1
→ i	i
CCOC(=O)C1CCCN(c2nc3ccccc3nc2C(C#N)C(=O)NCc2ccccc2)C1 (centres undefined)
→ i	i
CC1CCCN(C(=S)Nc2ccc(F)cc2)C1 (centres undefined)
→ i	i
O=C(Nc1ccccc1F)c1ccc(CSc2ncccn2)cc1
→ i	i
COc1cc2c(cc1OC)CN(CC(=O)Nc1ccc(F)cc1)CC2
→ i	i
Clc1ccc(Cn2nnc(-c3ccc(N4CCOCC4)cc3)n2)cc1
→ i	i
COc1ccc(C(=O)N[C@H](C(=O)Nc2ccc(OC)nc2)C(C)C)cc1
→ i	i
COc1cc([C@@H]2c3cc4c(cc3[C@@H](O)[C@@H](CO)[C@@H]2CO)OCO4)cc(OC)c1O[Si](C)(C)C(C)(C)C
→ i	i
COc1ccc2[nH]c3c(Cl)ncnc3c2c1
→ i	i
CCCn1c(=O)[nH]c(=O)c2c(C(F)(F)F)cc(-c3ccc(C)cc3)nc21
→ i	i
CN1C2C=C3C(C#N)=C(N)C(C#N)(C#N)[C@@H](c4ccsc4)[C@@H]3C1CC2 (some centres undefined)
→ i	i
O=C(CN1CCC(n2nnc3cc(C(F)(F)F)ccc32)CC1)N1CCc2ccccc21
→ i	i
CC(OC(=O)c1ccc(S(=O)(=O)N2CCCCC2)cc1)C(=O)NC1CCCCC1C (centres undefined)
→ i	i
CCOC(=O)C1CCN(S(=O)(=O)c2ccc(C)c(C)c2)CC1
→ i	i
CCNC(=O)C(=O)Nc1ccc2c(c1)N(S(=O)(=O)c1cccs1)CCC2
→ i	i
OC(COC(c1ccccc1)c1ccccc1)CN1CCc2ccccc2C1 (centres undefined)
→ i	i
S=C(NCc1ccco1)Nc1ccc(Cl)c(Cl)c1
→ i	i
CCC(=O)Nc1c2c(nn1-c1ccc(F)cc1)CS(=O)(=O)C2
→ i	i

Screening results (PubChem)
